Source: PubChem (Sanford-Burnham Center for Chemical Genomics)
Jurkat NFkB inh: inhibitors of induced NF-kB luciferase reporter, primary screen, TCR NF-kB activation inhibitor project, cell-based, luminescence, uHTS | Jurkat, PMA/ionomycin-induced NF-kB luciferase reporter | AID 435003, 2010 | inhibition, % at 4 µM | 330,000 tested, 0.53% active; in the data active = inhibition above about 50%
tim10-1 inh: growth inhibitors of tim10-1 mutant yeast, primary screen, luminescence, uHTS. S. cerevisiae tim10-1 ts strain growth, BacTiter-Glo, 24 h. inhibition, % at 20 µM. 330,000 tested, 2.2% active;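 active = inhibition of at least 40%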;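 note: mutant grown at 25 °C; 0% = DMSO wells with yeast and 100% = wells holding no yeast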
TIM10 inh: growth inhibitors of isogenic TIM10 control yeast, primary screen, counter-screen for tim10-1 yeast inhibitor project, luminescence, uHTS. S. cerevisiae TIM10 strain growth, BacTiter-Glo luminescence, 24 h. inhibition, % at 10 µM. 330,000 tested, 1.4% active;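 active = inhibition of 40% or more at the single tested concentration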;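 note: wild-type TIM10 isogenic control strain grown at permissive 25 °C; 0% = DMSO yeast wells and 100% = minimal medium wells without yeast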
XBP1 UPR activ: activators of adaptive XBP1 UPR arm, primary screen, cell-based, CHO-XBP1 luciferase reporter, luminescence, uHTS; activation, % at 20 µM; 330,000 tested, 0.33% active; IRE1-XBP1 UPR activation; percent of tunicamycin response, DMSO as zero; AID 463104, 2010;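 active = versus positive control, 20 µM dose yields 30% or more activation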;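 note: 100% = tunicamycin at 10 µg/mL and 0% = DMSO only wells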
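Material: CHO-XBP1 cells stably carrying IRE1-XBP1-driven luciferase reporter | Medium: F12 with 10% serum | Compound dosing: 20 µM single concentration, DMSO 1% | Incubation: Overnight seeding at 37 °C, 6 h compound treatment at 37 °C | Detection: Steady-Glo luminescence read | Read-out basis: % activation of reporter signal versus tunicamycin and DMSO controls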
tim23-1 inh: growth inhibitors of tim23-1 mutant yeast, primary screen, luminescence, uHTS. S. cerevisiae tim23-1 growth, BacTiter-Glo luminescence, 24 h. inhibition, % at 20 µM. 330,000 tested, 1.3% active;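 active = growth inhibition of the mutant yeast at or above 50%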;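 note: temperature-sensitive mutant grown at 25 °C; plate controls were DMSO-treated mutant yeast for no effect and medium wells lacking yeast for full effect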
Mdm2 MdmX PPI: inhibitors of human Mdm2-MdmX association, primary screen, cell-based, luminescence, split luciferase, SaOS-2, uHTS; SaOS-2 split-luciferase Mdm2/MdmX complementation; inhibition, % at 8 µM; 330,000 tested, 3% active; AID 485346, 2010; Protein Mdm4 (Homo sapiens) + E3 ubiquitin-protein ligase Mdm2 (Homo sapiens), …;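 active = inhibition of at least 50% at 8 µM in the primary screen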
Target sequence (O15151 whole entry, looked up): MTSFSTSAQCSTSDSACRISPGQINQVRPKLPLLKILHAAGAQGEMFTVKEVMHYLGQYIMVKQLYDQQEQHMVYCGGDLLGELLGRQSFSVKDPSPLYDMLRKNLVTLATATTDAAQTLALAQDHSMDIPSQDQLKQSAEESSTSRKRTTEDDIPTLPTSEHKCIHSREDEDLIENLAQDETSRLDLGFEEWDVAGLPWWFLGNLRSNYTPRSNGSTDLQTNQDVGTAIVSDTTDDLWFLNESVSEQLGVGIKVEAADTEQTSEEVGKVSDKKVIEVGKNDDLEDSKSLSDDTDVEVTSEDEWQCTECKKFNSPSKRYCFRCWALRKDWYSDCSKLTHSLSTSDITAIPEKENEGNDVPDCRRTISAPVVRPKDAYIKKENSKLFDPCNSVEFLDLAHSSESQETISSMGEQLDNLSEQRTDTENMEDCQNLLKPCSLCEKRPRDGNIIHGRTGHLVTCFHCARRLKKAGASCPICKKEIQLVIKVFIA
Target sequence (Q00987 whole entry, looked up): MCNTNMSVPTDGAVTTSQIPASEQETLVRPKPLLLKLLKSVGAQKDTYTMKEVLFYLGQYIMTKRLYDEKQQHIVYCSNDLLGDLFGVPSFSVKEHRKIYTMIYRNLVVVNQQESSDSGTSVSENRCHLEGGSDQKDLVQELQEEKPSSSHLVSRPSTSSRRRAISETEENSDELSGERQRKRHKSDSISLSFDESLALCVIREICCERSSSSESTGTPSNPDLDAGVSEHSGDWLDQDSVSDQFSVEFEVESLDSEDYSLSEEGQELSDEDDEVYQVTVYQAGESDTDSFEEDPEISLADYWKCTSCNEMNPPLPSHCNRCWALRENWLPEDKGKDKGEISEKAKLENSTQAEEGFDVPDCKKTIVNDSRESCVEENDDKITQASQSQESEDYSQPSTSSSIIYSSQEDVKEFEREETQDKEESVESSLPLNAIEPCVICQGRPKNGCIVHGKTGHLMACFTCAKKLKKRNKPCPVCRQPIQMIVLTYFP
697 NFkB inh: inhibitors of PMA/ionomycin-induced NF-kB reporter, 697 cells, primary screen, B-cell NF-kB inhibitor project, cell-based, luminescence, uHTS. inhibition, % at 4 µM. 697 B-cell NF-kB luciferase reporter, 16 h. 330,000 tested, 0.33% active; in the data active = inhibition above about 35%
CHOP UPR activ: activators of apoptotic CHOP UPR arm, primary screen, cell-based, CHO-CHOP luciferase reporter, luminescence, uHTS. UPR activation; percent of tunicamycin response over DMSO baseline. activation, % at 10 µM. 330,000 tested, 0.34% active;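 active = at 10 µM dose, activation of 40% or more, normalized to positive control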;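 note: 100% = tunicamycin at 10 µg/mL and 0% = DMSO alone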
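Test system: CHO-CHOP cells, stable luciferase reporter of PERK-eIF2a-CHOP signalling | Quantity: 500 CHO-CHOP cells per well | Buffer or medium: F12 plus 10% serum | Compound dosing: 10 µM single point, 0.5% DMSO | Schedule: 6 h compound treatment, 37 °C | Signal: Luciferase luminescence | Control set: Tunicamycin high control, DMSO low control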
Starred values were filed as active, the others as inactive.

molecule	Jurkat NFkB inh	tim10-1 inh	TIM10 inh	XBP1 UPR activ	tim23-1 inh	Mdm2 MdmX PPI	697 NFkB inh	CHOP UPR activ
COc1cc2oc3ccccc3c2cc1N(CC(=O)N(C)C)S(=O)(=O)c1ccc(C)cc1	-22	7	0	0	20	-7	-36	0.8
Cc1ccc(N(C(=O)C2COc3ccccc3O2)C(C(=O)NC2CCCCC2)c2cn(C)nc2C)cc1 (stereo not drawn)	7	-3	17	-4	-8	17	2	-1.2
Cn1c(SCc2c(F)cccc2Cl)nnc1-c1cnccn1	-54	25	11	2	24	-18	-48	3.3
CCOc1ccccc1NC(=O)CN1C(=O)C(C)SC(C)C1=O (stereo not drawn)	-9	17	7	-5	22	-12	-7	-0.3
Cc1ccccc1-c1ccnc2[nH]n(-c3ccccc3)c(=O)c12	-21	35	10	-1	35	-12	-10	0.1
Cn1c(=O)n(C)c2cc(S(=O)(=O)Nc3ccccc3O)ccc21	17	15	12	1	10	27	27	-1.3
COCCn1c(-c2ccc(Cl)cc2)nc2c(c(=O)c3ccccc3n2C)c1=O	17	12	19	-4	23	9	23	-0.1
CC(=O)[C@@H]1[C@@H](C)N(Cc2ccccc2)C(=O)N[C@H]1c1cccc(C(F)(F)F)c1	1	19	26	0	22	-16	-12	2.4
Cc1ccccc1NC(=O)C(C)OC(=O)C1CC(=O)N(Cc2ccco2)C1 (stereo not drawn)	-11	-2	5	-1	-8	3	-7	1.5
COc1ccccc1C(=O)N1CCN(c2ccccn2)CC1	8	8	9	-1	16	10	9	-0.1
CN1CCN(CC(=O)O)CC1	-4	-7	4	0	-1	2	21	-2.5
c1nc(NC2CCCCCC2)c2[nH]cnc2n1	5	22	0	2	19	10	-11	-1.4
O=C(CNC(=O)c1ccc(Br)o1)OCc1ccc(Br)cc1	-4	-4	-8	-2	13	4	10	-1.6
CC(=O)c1c2c3c(cccc3n(C)c1=O)C(=O)c1ccccc1-2	-15	21	5	-5	16	-17	-10	-0.8
CCOC(=O)c1c(C)[nH]c(C=O)c1Cc1cccc(Cl)c1	11	-5	3	-4	39	42	-4	0.9

Record cards, from the list above. Values in the order: Jurkat NFkB inh | tim10-1 inh | TIM10 inh | XBP1 UPR activ | tim23-1 inh | Mdm2 MdmX PPI | 697 NFkB inh | CHOP UPR activ
Shown for Cc1ccccc1-c1ccnc2[nH]n(-c3ccccc3)c(=O)c12 → -21 | 35 | 10 | -1 | 35 | -12 | -10 | 0.1
Shown for Cn1c(=O)n(C)c2cc(S(=O)(=O)Nc3ccccc3O)ccc21 → 17 | 15 | 12 | 1 | 10 | 27 | 27 | -1.3

(more compounds)
molecule	Jurkat NFkB inh	tim10-1 inh	TIM10 inh	XBP1 UPR activ	tim23-1 inh	Mdm2 MdmX PPI	697 NFkB inh	CHOP UPR activ
O=C(c1cccc(NS(=O)(=O)c2cccc([N+](=O)[O-])c2)c1)N1CCOCC1	-17	4	3	-3	7	-5	8	-0.5
CC(C)(C)NCC(O)Cn1cc(C=O)c2ccccc21 (stereo not drawn)	1	7	-17	1	3	-10	21	1.6
O=C(NC(=S)Nc1ccc(Cl)cn1)c1cc([N+](=O)[O-])ccc1N1CCOCC1	27	-15	-4	-1	4	16	8	1.0
CCOc1ccc(S(=O)(=O)n2cc(F)c(=O)[nH]c2=O)cc1[N+](=O)[O-]	-21	-3	7	-2	-4	9	-17	2.7
CCc1nc(N)c(C#N)c(-c2cccc3ccccc23)c1C	-2	17	0	-1	-10	13	11	1.5
O=C(CNc1cccc2ccccc12)N/N=C/c1ccc[nH]1	59*	-13	7	0	-5	-11	8	4.1
CC(=O)N1c2ccc(S(=O)(=O)N3CCC(C(=O)Nc4ccccn4)CC3)cc2CC1C (stereo not drawn)	5	14	-5	-3	5	25	3	1.6
CC1CCOC2(O1)C(=O)Nc1ccccc12 (stereo not drawn)	-2	6	-15	-2	8	-3	-2	0.9
CNC(=O)CSc1nnc(CCc2ccccc2)n1-c1ccccc1	-2	15	8	-2	4	9	13	-2.6
COc1cc(-c2nnn(Cc3ccccc3C)n2)cc(OC)c1OC	6	17	20	1	27	17	12	2.0
COc1ccc(C(=O)NC(C)CCc2ccccc2)c(O)c1 (stereo not drawn)	4	31	-19	-4	26	15	-28	1.7
CCOc1cc(C(=O)Nc2cc(C)ccc2C)ccc1OCC(=O)N1CCCCC1	8	-8	-5	-4	2	5	0	-0.1
CCOc1cc(C(=O)Nc2cc(C)ccn2)cc(OCC)c1OCC	7	20	0	-3	25	20	1	-0.6
Cc1cc(C)c(-n2c(SCCS(=O)(=O)c3ccc(F)cc3)n[nH]c2=O)c(C)c1	10	4	20	-1	19	7	10	0.0
CCn1ncc([C@@H]2C[C@H]3CN(Cc4ccccc4C)C(=O)[C@]34CCCN24)c1C	-4	14	-1	-1	6	-2	-4	-2.3

(listing goes on)
molecule	Jurkat NFkB inh	tim10-1 inh	TIM10 inh	XBP1 UPR activ	tim23-1 inh	Mdm2 MdmX PPI	697 NFkB inh	CHOP UPR activ
COc1ccc(OCCn2ccnc2C)cc1	1	-5	-5	0	-8	2	-13	0.3
CCSc1ncc(Cl)c(C(=O)Nc2ccccc2OC)n1	1	14	3	-2	14	0	1	-1.4
Cc1ccc(OCCNC(=O)CNC(=O)c2ccc(Cl)c([N+](=O)[O-])c2)cc1	-12	7	-12	-3	4	20	10	-1.9
CCn1nc(C(=O)Nc2nc3ccccc3[nH]2)c2ccccc2c1=O	-8	6	13	0	19	14	-2	2.0
COc1ccc(C(=O)C(C)OC(=O)c2nc3nccc(C)n3n2)cc1 (stereo not drawn)	3	9	3	0	18	-9	11	1.0
CCN(CC(=O)Nc1cc(Cl)ccc1C)C(=O)c1cc([N+](=O)[O-])ccc1N1CCOCC1	8	9	2	-4	4	7	13	-1.0
c1ccc2c(c1)nnn2-c1ncnc2sccc12	-56	33	11	-1	15	-15	-59	4.3
COc1ccccc1C(c1c(O)nc(SC)[nH]c1=O)c1c(O)nc(SC)[nH]c1=O	-6	1	-24	1	6	17	5	2.1
CCOC(=O)CNC(c1ccccc1)c1cc(Br)ccc1NC(=O)CCN1CCOCC1 (stereo not drawn)	7	45*	55*	-4	-13	48	7	-4.0
CN(CC(=O)N1CCN(c2ccccc2)CC1)S(=O)(=O)c1cccs1	-17	-1	7	-3	5	-25	-2	4.1
CC(C(=O)Nc1ccc(S(=O)(=O)N2CCCC2)cc1)N1CCN(C(=O)c2ccco2)CC1 (stereo not drawn)	10	-3	0	3	-3	22	-28	2.7
CN(C)/C=C(/C(=O)c1ccc(Cl)cc1)S(C)(=O)=O	-23	5	12	0	11	16	-42	-0.2
Cc1onc(-c2ccccc2)c1C(=O)NC(=S)NNC(=O)c1cccnc1	-1	23	20	0	13	9	-2	-0.6
CC1(C)CC(NC(=O)c2cccc(S(=O)(=O)Nc3cccc(Cl)c3)c2)CC(C)(C)N1	6	-10	-1	-1	-10	16	-1	-1.4
CCN(CC(=O)Nc1c(F)cccc1F)C(=O)c1cccnc1Sc1ccccc1	-3	22	2	-1	25	-25	-10	-0.1

Reprinted from the part before: 2 entries, followed by the next part.
molecule	Jurkat NFkB inh	tim10-1 inh	TIM10 inh	XBP1 UPR activ	tim23-1 inh	Mdm2 MdmX PPI	697 NFkB inh	CHOP UPR activ
CC1(C)CC(NC(=O)c2cccc(S(=O)(=O)Nc3cccc(Cl)c3)c2)CC(C)(C)N1	6	-10	-1	-1	-10	16	-1	-1.4
CCN(CC(=O)Nc1c(F)cccc1F)C(=O)c1cccnc1Sc1ccccc1	-3	22	2	-1	25	-25	-10	-0.1
Cc1ccc2c(Cl)cc(Cl)c(OCC(=O)NC3CCS(=O)(=O)C3)c2n1 (stereo not drawn)	-3	9	7	-2	-3	9	1	-0.4
CC(C)=CC(=O)OCC(=O)Nc1ncc(Cl)c(C)c1Cl	-4	20	-6	0	-12	-11	16	-1.1
Oc1cncc(-c2cccnc2)c1	3	-1	-2	0	-7	4	10	2.5
C#CCOCCOCCOCCNc1nc(N2CCOCC2)nc(N2CCN(C(=O)[C@H](CC(N)=O)n3cc([C@@H](N)C(C)C)nn3)CC2)n1	-6	-3	3	2	8	-7	2	0.1
CCN1C(=O)c2ccccc2S(=O)c2ccc(C(=O)NCc3ccccn3)cc21 (stereo not drawn)	6	9	-3	0	11	18	10	-1.0
Cc1cc(N2CCOCC2)nc2ccc(NC(=S)NCCC(C)C)cc12	-14	44*	12	2	27	15	-48	1.8
CC1CC(C)CN(C(=O)COC(=O)Cc2c[nH]c3ccccc23)C1 (stereo not drawn)	2	6	13	-1	16	1	6	-0.6
COc1ccc(N2C(=O)C3CCCN3C2c2cccc(OC)c2OC)cc1 (stereo not drawn)	-2	13	6	-5	13	-13	-8	0.5
CC1(C(=O)NC2CCCCC2)CCC(=O)N1Cc1cccs1 (stereo not drawn)	1	3	-5	0	-8	16	0	-0.4
COc1ccc(CCN(Cc2ccc(C(C)C)cc2)S(=O)(=O)c2ccc(S(=O)(=O)N(C)C)cc2)cc1OC	10	6	4	-3	-22	37	13	1.4
Cc1nn(C(C)c2n[nH]c(=S)n2-c2cccc(Cl)c2)c(C)c1[N+](=O)[O-] (stereo not drawn)	-6	17	4	4	7	-15	16	0.7
CCc1ccc(N2C(=O)CC(N(CC3CCCO3)C(=O)/C=C/C(=O)O)C2=O)cc1 (stereo not drawn)	-16	4	-20	-1	11	10	12	-1.5
Cc1cc(C(=O)NCC(=O)OCC(=O)Nc2ccc(OC(F)F)cc2)ccc1[N+](=O)[O-]	-2	7	1	-4	2	31	19	-1.0
Cc1cccc(C(=O)OC(C)CN2CCCC2)c1 (stereo not drawn)	14	-3	3	-4	8	15	6	0.3
Cc1c(CCOC(=O)C2C3CC4CC(C3)CC2C4)sc[n+]1CC(=O)c1ccc(Br)cc1 (stereo not drawn)	2	6	18	8	4	67*	-5	2.2

(continued)
molecule	Jurkat NFkB inh	tim10-1 inh	TIM10 inh	XBP1 UPR activ	tim23-1 inh	Mdm2 MdmX PPI	697 NFkB inh	CHOP UPR activ
O=C(Nc1ccccc1-c1ccccc1NC(=O)c1ccco1)c1ccco1	19	13	24	-4	16	21	9	-0.2
COc1ccc(-n2nc3c(c2NC(=O)C2CC2)CS(=O)C3)cc1 (stereo not drawn)	1	2	2	0	6	0	19	-1.3
COC(=O)c1cccc(S(=O)(=O)N(Cc2ccco2)Cc2cc3cc(OC)c(OC)cc3[nH]c2=O)c1	10	0	1	10	12	3	19	-0.2
CCOc1ccc2oc(C(=O)NCc3nc4ccccc4[nH]3)c(C)c2c1	0	-14	-6	-5	-6	24	7	1.4
O=C(c1ccccc1)N1N=C(c2ccccc2O)CC1c1ccccc1 (stereo not drawn)	12	2	24	5	7	11	-8	0.7
O=c1cc(N2CCCC2)[nH]c(=O)n1-c1ccc(Cl)cc1	6	22	8	1	8	16	6	0.8
Cc1cc(Oc2ccc3ccccc3c2)nc(SCC(=O)c2ccccc2)n1	-5	19	4	-1	30	31	-16	0.2
COc1cccc(C2/C(=C(/O)c3ccccc3)C(=O)C(=O)N2Cc2ccco2)c1 (stereo not drawn)	-24	10	6	-3	22	7	-4	0.1
O=C(Cc1ccc(Cl)cc1)N1CCOCC1	9	5	8	-1	12	10	-3	4.1
COc1ccc(CC(=O)Nc2ccccc2C(C)=O)cc1S(=O)(=O)N1CCOCC1	1	9	5	1	5	28	6	-0.7

Random draw from the library. Share with any hit: about 6.6%.
